# Source: PubChem BioAssay (National Center for Advancing Translational Sciences (NCATS))
# EPAC2 antag – qHTS for Antagonist of cAMP-regulated guanine nucleotide exchange factor 2 (EPAC2): primary screen; Rap guanine nucleotide exchange factor 4 (Homo sapiens), Q8WZA2; EPAC2 GEF exchange of Rap1B-BODIPY-GDP, fluorescence; Potency, µM (doses to about 114 µM), for the others: at the top dose activity, negative = inhibition, actives largely listed as inhibitors; actives 0.18% (n = 360,000); AID 720708, 2013; note: potency is the fitted concentration of half-maximal effect; % is set by controls: 0 for no effect and ±100 for the full control effect; nearly all actives have a fitted effect of over 45% in size; many of its hits are not listed in these tables
# Target sequence (Q8WZA2 whole entry, looked up): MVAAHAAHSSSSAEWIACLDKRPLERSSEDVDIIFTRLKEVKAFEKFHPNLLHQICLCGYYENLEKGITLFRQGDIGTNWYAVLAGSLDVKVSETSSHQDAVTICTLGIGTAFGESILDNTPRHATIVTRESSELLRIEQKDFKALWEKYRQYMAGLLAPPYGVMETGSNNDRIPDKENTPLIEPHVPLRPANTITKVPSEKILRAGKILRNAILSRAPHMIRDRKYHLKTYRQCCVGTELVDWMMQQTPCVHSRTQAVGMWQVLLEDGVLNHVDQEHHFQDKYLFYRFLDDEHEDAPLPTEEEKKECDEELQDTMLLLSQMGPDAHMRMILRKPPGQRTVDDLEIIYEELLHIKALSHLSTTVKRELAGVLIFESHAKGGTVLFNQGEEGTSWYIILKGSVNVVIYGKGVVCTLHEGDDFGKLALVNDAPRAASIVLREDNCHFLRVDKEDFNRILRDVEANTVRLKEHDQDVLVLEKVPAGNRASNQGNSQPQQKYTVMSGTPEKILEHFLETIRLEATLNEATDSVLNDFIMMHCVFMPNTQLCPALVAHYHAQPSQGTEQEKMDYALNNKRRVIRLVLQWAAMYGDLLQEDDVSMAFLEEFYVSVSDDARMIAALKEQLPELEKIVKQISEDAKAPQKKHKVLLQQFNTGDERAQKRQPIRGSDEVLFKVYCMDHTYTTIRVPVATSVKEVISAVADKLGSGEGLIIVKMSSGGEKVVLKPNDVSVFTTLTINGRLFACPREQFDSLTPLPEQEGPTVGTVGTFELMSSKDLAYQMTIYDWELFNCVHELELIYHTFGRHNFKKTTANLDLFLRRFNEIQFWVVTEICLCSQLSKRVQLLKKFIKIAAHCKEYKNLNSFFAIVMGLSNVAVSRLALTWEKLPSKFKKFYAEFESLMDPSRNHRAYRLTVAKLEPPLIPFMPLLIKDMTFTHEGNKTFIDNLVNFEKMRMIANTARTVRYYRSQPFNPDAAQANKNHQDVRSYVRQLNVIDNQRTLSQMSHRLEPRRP
# EPAC2 ag – qHTS for Agonist of cAMP-regulated guanine nucleotide exchange factor 4 (EPAC2): primary screen; Rap guanine nucleotide exchange factor 4 (Homo sapiens), Q8WZA2; EPAC2 activation, biochemical qHTS; response scale: 100% = 6.5 mM cAMP response; Potency, µM (titrated, usually from 154 µM), inactives show top-dose activation, hits mostly activators; actives 0.079% (n = 360,000); AID 720711, 2013; note: potency is the fitted concentration of half-maximal effect; nearly all actives have a fitted effect of over 50% in size
#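 Compounds were titrated in qHTS against a Rap1B-BODIPY-GDP (250 nM) complex with EPAC2 (100 nM) and GDP (50 uM). BODIPY-GDP release tracked at 480/540 nm over 30 min at room temperature, normalized to 6.5 mM cAMP.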
# Abeta rescue – qHTS for compounds that reverse cellular toxicity of Amyloid beta (A-beta) peptide in yeast: Primary Screen. actives 0.063% (n = 410,000). yeast expressing A-beta42, growth rescue, OD600, 48 h; response scale: 0% DMSO, 100% iron-clioquinol control. Potency, µM (top dose mostly 46.1 µM), without a hit: at the highest dose growth rescue, hits mostly activators; note: potency is the fitted concentration of half-maximal effect; nearly all actives have a fitted effect of over 55% in size
#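 Growth rescue measured by 600 nm absorbance after 48 h yeast culture at 30 C with compound. Values normalized between DMSO and an equimolar ferric chloride plus clioquinol control.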
# FUS yeast rescue – qHTS for Suppressors of FUS Proteinopathy: Primary screen using FUS-linked yeast assay; S. cerevisiae FUS-expressing, growth rescue, OD600, 24 h; Potency, µM (top dose mostly 76.6 µM), inactives show top-dose growth rescue (activation), hits mostly activators; actives 0.24% (n = 390,000);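 note: potency is the fitted concentration of half-maximal effect; plate controls were DMSO vehicle for no effect and reference control for full effect; nearly all actives have a fitted effect of over 55% in size; some results filed as inactive show a strong effect at the top dose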
#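 Read-out: OD at 600 nm after 24hr at 30C, reporting rescue of FUS-induced yeast toxicity. Cells at OD 0.005 in galactose (2%) minimal medium; compounds tested in a dilution series; CP55940 titration from 92uM final as control.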
# D3 ag – qHTS of D3 Dopamine Receptor Agonist: qHTS. actives 0.58% (n = 410,000). max activation, %. D(3) dopamine receptor (Homo sapiens), P35462. D3R DiscoveRx beta-arrestin cells, luminescence, 90 min. AID 652048, 2013; in the data active = max activation above about 30%; note: 0% is about no effect; mostly tested at two doses, the higher about 12 µM
#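 Agonist-mode cell screen: cells plated at 1500/well and incubated overnight at 37 °C, then exposed to library compounds for 90 min at 37 °C. Detection reagent was added for 30–60 min at room temperature, and luminescence was read.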
# TDP-43 yeast inh – qHTS of TDP-43 Inhibitors; AID 652104, 2013; Potency, µM (titrated, usually from 46.1 µM), inactives show at the highest dose growth rescue (activation), most hits filed as activators; actives 1.8% (n = 410,000); TDP-43 expressing yeast growth rescue, BacTiter-Glo, 24 h; note: potency is the fitted concentration of half-maximal effect; % of control where 0% means no effect; nearly all actives have a fitted effect of over 50% in size
#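 Yeast expressing TDP-43 (pregrown in raffinose, seeded at OD600=0.02 in galactose medium) exposed to compounds 24 hr at 30 deg C. Growth read by BacTiter-Glo luminescence; rescue of toxicity appears as increased signal.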
# aSyn rescue – qHTS of alpha-syn Inhibitors | AID 652106, 2013 | Potency, µM (doses to about 46.1 µM), for inactives: at the highest dose growth rescue (activation), actives largely listed as activators | actives 0.14% (n = 370,000) | Yeast expressing alpha-synuclein, growth rescue, BacTiter-Glo, 24 h; note: potency is the fitted concentration of half-maximal effect; % of control where 0% means no effect; nearly all actives have a fitted effect of over 65% in size
#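 Readout is rescue of growth in alpha-synuclein-expressing yeast, so inhibitors of toxicity appear as activators. Growth after 24 hr at 30 deg C in galactose medium is quantified by luminescence.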
# DRD3 antagonist – qHTS of D3 Dopamine Receptor Antagonist: qHTS. D3R cells, DiscoveRx beta-arrestin luminescence, antagonist mode; stronger effect = lower value. max response, negative = inhibition, %. actives 2.5% (n = 360,000). AID 652054, 2013; in the data active = max response below about -50%; inconclusive = no clear call, values can overlap the other calls; note: % is set by controls: 0 for no effect and ±100 for the full control effect; mostly tested at two doses, the higher about 12 µM
#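 Cells plated overnight at 1500 cells/well, then exposed to library compounds with dopamine controls for 90 minutes at 37 degrees C. DiscoveRx reagent added for 30–60 minutes at room temperature; luminescence read, quantitative HTS format.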
# Numbers without * were called inactive; u = inconclusive; x = no result given; & = joins results of further samples; [ ] = dose if it differs, or a comment. Unless noted, calls come from the whole dose curve; as a rule, active = well fitted curve in the direction sought with a large enough effect; inconclusive = small, poorly fitted or top-dose-only effect, or another doubt; inactive = no such curve, though single readings can be large; an effect the other way counts as inactive or inconclusive. Some of the compounds tested; rates above refer to the full screens.
SMILES,EPAC2 antag,EPAC2 ag,Abeta rescue,FUS yeast rescue,D3 ag,TDP-43 yeast inh,aSyn rescue,DRD3 antagonist
COCCn1c(C)cc(C(=O)COC(=O)CNC(=O)c2ccccc2)c1C,u,0%,-10%,4%,3,-5%,3%,-7
CC(C)(C)Nc1scc(-c2ccccc2)[n+]1-c1ccccc1,-1%,7%,17%,1%,-27,-20%[0.397 µM],4%,-22
Cc1ccc(-c2nnc(N3CCN(C(=O)CN4CCOCC4)CC3)c3ccccc23)cc1,0%,-3%,6%,14%,0,8%,0%,-24
Cc1sc2nc(CN3CCOCC3)nc(N3CCC(C(N)=O)CC3)c2c1C,-3%,6%,2%,16%,2,-5%,-5%,-23
Cc1cc(C)cc(NC(=O)C2C3C=CC4(O3)C2C(=O)N(CCN2CCCCC2)C4C(=O)NC2CCCCC2)c1 (stereo not given),-5%,5%,-13%,23%,-6,u,-4%,-10
COC(=O)c1sc2cccc(F)c2c1S(=O)(=O)N1CCN(c2cccc(C)c2)C(C)C1 (stereo not given),x,x,3%,41%,7,u,x,x
Cc1ccc2c(=O)cc(CSc3ccccc3)[nH]c2c1C,x,x,-12%,-14%,-19,9%,x,x
O=c1cc(-c2ccccc2)c2cc(Cl)c3c(c2o1)CN(Cc1ccccc1)CO3,x,x,-9%,-1%,11,7%,x,x
C=Cc1ccc(Cn2c(C(=O)O)c(CNCc3cccs3)c3ccc(C)cc32)cc1,x,x,-9%,u,5,0%,x,x
Cc1nnc(NC(=O)C2CCCN(c3ncccn3)C2)s1 (stereo not given),17%,5%,-3%,5%,13,-8%,-1%,-5
CC(=O)c1ccc(N2C(=O)Nc3ccccc3S2(=O)=O)cc1,x,x,2%,-3%,9,17%,x,x
COc1ccc(N2CCN(S(=O)(=O)CCNC(=O)c3ccc(Br)o3)CC2)cc1,-2%,5%,-1%,4%,2,-3%,2%,11
CSc1ncccc1C(=O)OCC(=O)c1cc(C)n(CC2CCCO2)c1C (stereo not given),-4%,15%,-10%,27%,18,12%,1%,1
Cc1oc(-c2ccccc2F)nc1CN1CCC(C(=O)NCc2cccnc2)CC1,4%,2%,17%,17%,2,14%,x,u
CC(=O)NCCC(=O)N1CCCC(CNC(=O)c2ccc(-c3ccccc3)cc2)C1 (stereo not given),-14%,-1%,9%,4%,0,-15%[0.397 µM],-10%,0
CCOC(=O)CSc1nnc(-c2ccoc2C)n1-c1ccc(OCC)cc1,-4%,11%,-4%,24%,-8,-4%,12%,0
C[C@H](CO)N1C[C@H](C)[C@@H](CN(C)Cc2ccc3c(c2)OCO3)Oc2cc(Br)ccc2S1(=O)=O,u,17%,-4%,-13%,-11,7%,-9%,-25
COc1cc2c(cc1OC)C(Cc1ccc(O)cc1)NCC2 (stereo not given),20%,9%,0%,2%,-13,7%,-1%,-18
Cc1ccccc1C(=O)Nc1nc2c(s1)CC(C(C)(C)C)CC2 (stereo not given),x,x,-13%,5%,0,u,x,x
C/C(CC(=O)Nc1ccc2c(c1)OCO2)=N\NC(=O)c1ccccc1N,27%,-7%,-6%,0%,7,7%,25%,4
CC[N+]1(C)[C@@H]2CC[C@H]1CC(OC(=O)[C@H]1CCC(C(=O)OC3C[C@H]4CC[C@@H](C3)[N+]4(C)CC)(c3ccccc3)c3ccccc31)C2 (stereo not given in full),1%,0%,-21%,-21%,10,u,0%,12
Cc1ccc(OCCC(=O)OCC(=O)N2CCN(S(=O)(=O)c3ccc(C)cc3C)CC2)cc1,-9%,-8%,22%,-10%,1,5%,2%,8
Cc1ccccc1-n1nnnc1SCC(C)C,-12%,1%,-8%,-3%,-4,-5%,3%,4
CC1(C)Cc2nc3sc(C(=O)NCCCO)c(N)c3cc2CS1,-1%,-8%,-16%,21%,-8,-9%,0%,-9
CCCCOc1ccc(N(CC(=O)NCCOC)C(=O)CCC(=O)Nc2ccccn2)cc1,17%,18%,-8%,15%,3,-24%,1%,-21

# Entries of single compounds, quoted from the list:
# C[C@H](CO)N1C[C@H](C)[C@@H](CN(C)Cc2ccc3c(c2)OCO3)Oc2cc(Br)ccc2S1(=O)=O across the screens: EPAC2 antag: u; EPAC2 ag: 17%; Abeta rescue: -4%; FUS yeast rescue: -13%; D3 ag: -11; TDP-43 yeast inh: 7%; aSyn rescue: -9%; DRD3 antagonist: -25
# COCCn1c(C)cc(C(=O)COC(=O)CNC(=O)c2ccccc2)c1C across the screens: EPAC2 antag: u; EPAC2 ag: 0%; Abeta rescue: -10%; FUS yeast rescue: 4%; D3 ag: 3; TDP-43 yeast inh: -5%; aSyn rescue: 3%; DRD3 antagonist: -7

# Other compounds
SMILES,EPAC2 antag,EPAC2 ag,Abeta rescue,FUS yeast rescue,D3 ag,TDP-43 yeast inh,aSyn rescue,DRD3 antagonist
CCOc1cc(C(N)=O)cc(Br)c1OCc1ccccc1,-13%,16%,-1%,-5%,5,12%,1%,-6
Cn1nc(-c2ccccc2F)c2cc(C(=O)NCCc3ccc(Cl)cc3)sc21,x,x,3%,33%,17,25%,x,x
COc1ccc(-c2nc3ccccc3c(=O)n2NC(=O)c2cccnc2Cl)cc1OC,-2%,-3%,-6%,5%,1,7%,-2%,12
CCN(CC)C(=O)CSc1nnc(COc2ccccc2)n1N,5%,6%,-5%,-26%,1,-6%,-5%,0
COCCn1c(SCC(=O)NCc2ccc(F)cc2)nc2ccccc21,1%,-1%,5%,11%,3,1%,-7%,4
Cc1ccc(-c2nc(-c3cc4c([nH]c3=O)CC(C)(C)CC4=O)sc2C)cc1,x,x,7%,-8%,8,13%,x,x
O=C1N(c2ccccc2)C[C@@H]2C[C@@H](c3cccc4c3OCO4)N3CCC[C@@]123,6%,1%,-3%,18%,-7,-16%[0.397 µM],-6%,-11
Cc1cccn2c(=O)c(C(=O)NCCCN3CC(C)CC(C)C3)c(O)nc12 (stereo not given),5%,4%,-7%,-2%,-8,-34%[inhibitor],-2%,-10
CC1(C)CN(CCc2ccccc2)C(=O)[C@H]1CC(=O)Nc1ccccc1,5%,7%,5%,-5%,8,u,6%,7
Cc1ccc(-n2ccc(=O)c(C(=O)O)n2)cc1,21%,13%,12%,24%,-1,-27%,2%,233
COc1ccc(C2CC(c3ccc(Br)cc3)Nc3nc(N)nn32)cc1 (stereo not given),6%,-1%,12%,32%,1,0%,0%,-7
COc1ccc(CN(C(=O)CN2C(=O)NC3(CCC(C)CC3)C2=O)C(C)Cc2cccs2)cc1 (stereo not given),-14%,8%,15%,u,8,24%,19%,0
CN(C)c1ccc(/C=C2\c3ccccc3C(=O)N2c2ccccc2)cn1,15%,20%,-16%,-10%,-4,u,0%,27
CCS(=O)(=O)c1nc(S(=O)(=O)c2ccc(C)cc2)c(N2CC(C)CC(C)C2)s1 (stereo not given),-13%,5%,-12%,18%,-1,21%,13%,7
COc1ccc(N2CCN(S(=O)(=O)CCNC(=O)c3cc(=O)c4ccccc4o3)CC2)cc1,4%,-6%,6%&6%,-4%&-8%,-7&1,-14%&28%,-6%,-12
COc1ccc2oc(C(=O)Nc3nc(-c4ccccn4)cs3)c(C)c2c1,4%,-2%,-56%[inhibitor],48%,1,u,8%,-7
COc1ccc(CCCC(=O)O)c(C)c1,-10%,2%,-2%,17%,4,0%,15%,-20
CN1CCN(c2ccc(NC(=O)c3cccs3)cc2)CC1,6%,8%,-10%,29%,-2,-19%,-3%,u
COc1ccc(OC)c(NS(=O)(=O)c2ccc(-c3coc(C)n3)cc2)c1,-6%,12%,11%,17%,5,29%,0%,-14
COc1ccc(CNC(=O)c2cnc(N3CCCC3)nc2C)cc1,x,x,-5%,-5%,9,u,x,x
COc1ccccc1Oc1ccc2c(c1)C(=O)N(c1ccc(C)cc1)C2=O,-6%,9%,5%,x,5,4%,-7%,66
O=C(Nc1ccnc(-c2cccnc2)n1)c1ccc(Cl)c(Cl)c1,-1%,3%,12%,-12%,2,-6%,1%,24
CCCSCCCNC(=O)c1cc2n(n1)CCCN(Cc1ccc(C)cc1)C2=O,x,x,0%,u,2,u,x,x
Cc1ccccc1Nc1nnc(C)c(=O)n1N,-1%,8%,-8%,-7%,13,3%,-2%,4
CSc1ncnc2ncn(C)c12,11%,8%,1%,-8%,7,-9%,0%,4

# (next part)
SMILES,EPAC2 antag,EPAC2 ag,Abeta rescue,FUS yeast rescue,D3 ag,TDP-43 yeast inh,aSyn rescue,DRD3 antagonist
COc1ccc(OC)c(Nc2nc3ccccc3nc2-n2nc(C)cc2C)c1,x,x,-13%,-19%,0,u,x,x
CCN(CC)C(C(=O)Nc1ccc(C(C)C)cc1)c1ccc2c(c1)OCO2 (stereo not given),-1%,15%,15%,6%,1,-8%,8%,-54*
COCc1cc(C)nc2sc3c(c12)NC(c1ccc(O)c(OC)c1)N(c1ccccc1)C3=O (stereo not given),x,x,-13%,33%,3,u,x,x
CCNC(=O)Nc1cc(S(=O)(=O)Nc2ccc(OC)cc2)ccc1N1CCOCC1,16%,3%,8%,-5%,4,11%,7%,36
CC(C)(C)c1ccccc1NC(=S)NC1CCCC1,4%,9%,u,3%,-10,3%,0%,-12
COc1ccc(C(=O)N/C(=C\c2cn(C)c3ccccc23)C(=O)NCCCN2CCOCC2)cc1OC,3%,2%,10%,-20%,6,-6%,-7%,6
CS(=O)(=O)N1N=C(c2ccco2)CC1c1cccc([N+](=O)[O-])c1 (stereo not given),1%,9%,7%,-4%,-7,11%,-2%,-14
Cc1c(Cl)cccc1NC(=O)CSc1nc(=O)n(CCCN2CCOCC2)c2c1CCC2,-7%,3%,-1%,-7%,0,21%,-3%,3
CC(C)Cc1cc(C(=O)Nc2sc3c(c2C#N)CCCC3)no1,1%,8%,6%,-2%,3,5%,-6%,9
COc1ccc(OC)c(C2NC(=O)CCC2[N+](=O)[O-])c1 (stereo not given),3%,5%,-3%,-9%,2,1%,0%,2
CCN(CC)CCCNC(=O)C1CCN(C(=O)c2cc3sccc3n2Cc2ccc(F)cc2)CC1,11%,7%,11%,8%,-22,-14%,21%,0
CN(C(=O)c1ccc(NC(=O)Cc2cccc([N+](=O)[O-])c2)cc1)C1CC1,-2%,2%,-2%,16%,0,-26%,5%,7
